# ELG1 DNA repair: inhibitors of ELG1-dependent DNA repair in HEK293T cells | actives 2.3% (n = 330,000) | Potency, µM (doses to about 46.1 µM), without a hit: at the highest dose activity change, negative = inhibition, actives largely listed as inhibitors | HEK293T ELG1-luciferase reporter, luminescence, 16 h; DNA damage induced by 5-fluorouridine; note: potency is the fitted concentration of half-maximal effect; % is set by controls: 0 for no effect and ±100 for the full control effect; nearly all actives have a fitted effect of over 55% in size
#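 Cells (2,000 per well) received 5-fluorouridine plus test compound or DMSO and were incubated 16 hr at 37 °C, 5% CO2. Luciferase activity was read by luminescence 30 min after ONE-Glo addition; signal suppression marked inhibition of damage-induced ELG1 function.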
# USP2a inh: inhibitors of human ubiquitin-specific protease USP2a. O75604. actives 0.01% (n = 330,000). USP2 core, Ub-CHOP2 coupled fluorogenic reporter, 485/531. AID 463254. Potency, µM (titrated, usually from 38.3 µM), inactives show top-dose activity change, negative = inhibition, hits mostly inhibitors;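 note: potency is the fitted concentration of half-maximal effect; plate controls were DMSO wells for no effect and full inhibition by NEM control for full effect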
#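 Cell-free coupled assay: 10nM USP2 core preincubated 30min RT with compound in Tris-HCl pH 8.0/CaCl2/CHAPS buffer, then 25nM Ub-CHOP2 and 25nM reporter substrate; fluorescence (Ex 485/Em 531) read after 60min RT, normalized to NEM inhibition, concentration-response curves fitted.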
# BCR signal inh: inhibitors of chronic active B-cell receptor signaling; Potency, µM (series often up to 46.1 µM), for the others: at the top dose ratio change, negative = lower green/red ratio, actives largely listed as inhibitors; AID 493014; ABC-DLBCL IkBa-CBG/CBR reporter, luminescence ratio, 4 h; actives 0.05% (n = 340,000); active = well fitted inhibition curve with a large enough effect in the signal ratio, with a control signal flat, not every such curve was filed as active; inconclusive = small, poorly fitted or top-dose-only effect, or effect the other way, or a change in a side signal; the % refers to the signal ratio;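 note: potency is the fitted concentration of half-maximal effect; plate controls were basal doxycycline-induced cells for no effect and cells given 10 µM MG132 for full effect; MG132 reads +100%, hits lower the ratio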
#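 Doxycycline induced both beetle luciferases in TMD8 lymphoma cells; IKK-driven degradation limits the IkappaBalpha-fused green signal, while red luminescence normalises for cell number and nonspecific effects. Compounds tested up to 46 uM, 4 hrs.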
# Eya2 phos inh: inhibitors of human Eya2 phosphatase activity; O00167; recombinant Eya2, OMFP fluorescence dephosphorylation (OMFP is methylfluorescein phosphate); Potency, µM (titrated, usually from 76.9 µM), for inactives: top-dose activity, negative = inhibition, hits mostly inhibitors; actives 0.006% (n = 330,000); note: potency is the fitted concentration of half-maximal effect; % is set by controls: 0 for no effect and ±100 for the full control effect
#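 Eya2 protein (added as 0.2 uM solution) was preincubated with compound for 10 min at ambient temperature in 50 mM HEPES pH 7.5, 50 mM NaCl, 5 uM MgCl2, 0.05% BSA, 1 mM DTT. OMFP (added at 50 uM) then reacted 10 min; fluorescence read at 485/525 nm.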
# Mito fusion act: mitochondrial division inhibition or fusion activation; S. cerevisiae fusion-defective mutant growth rescue, CellTiterGlo 48 h; Potency, µM (top dose mostly 46.1 µM), for inactives: at the highest dose growth rescue (activation), hits mostly activators; actives 0.23% (n = 320,000); AID 485298;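 note: potency is the fitted concentration of half-maximal effect; % of control where 0% means no effect; nearly all actives have a fitted effect of over 45% in size; temperature-sensitive fusion mutants such as fzo1-1 at 37 °C on non-fermentable ethanol glycerol medium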
#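 Yeast fusion mutant, YPEG (non-fermentable carbon), compound, 48 h at 37C non-permissive; CellTiterGlo added, 10 min RT, luminescence read. Rescued growth = division inhibition.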
# B2AR arrestin: recruits beta-arrestin to the human beta2-adrenergic receptor. P07550. beta-arrestin recruitment to beta2AR, cell-based reporter. Potency, µM (doses to about 46.1 µM), for inactives: at the highest dose activation, hits mostly activators. actives 0.02% (n = 330,000). AID 492947;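 note: potency is the fitted concentration of half-maximal effect; 0% = DMSO controls and full agonism = EC100 isoproterenol or metaproterenol; nearly all actives have a fitted effect of over 65% in size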
# Target sequence (P07550 whole entry, looked up): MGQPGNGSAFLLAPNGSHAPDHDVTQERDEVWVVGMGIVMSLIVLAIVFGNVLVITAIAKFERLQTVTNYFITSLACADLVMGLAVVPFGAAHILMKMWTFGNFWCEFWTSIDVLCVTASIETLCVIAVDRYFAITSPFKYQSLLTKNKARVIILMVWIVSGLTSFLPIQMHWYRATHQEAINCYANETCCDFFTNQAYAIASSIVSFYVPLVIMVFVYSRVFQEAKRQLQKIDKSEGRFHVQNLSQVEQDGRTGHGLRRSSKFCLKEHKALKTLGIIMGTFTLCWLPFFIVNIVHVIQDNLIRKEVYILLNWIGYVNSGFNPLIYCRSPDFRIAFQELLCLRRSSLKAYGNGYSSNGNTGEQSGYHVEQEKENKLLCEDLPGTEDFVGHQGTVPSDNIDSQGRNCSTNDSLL
# Tb PFK block: blocks T. brucei phosphofructokinase; actives 0.17% (n = 330,000); AID 485367; O15648; T. brucei PFK, ADP-Glo luminescence; Potency, µM (top dose mostly 57.5 µM), inactives show at the top dose activity, negative = inhibition, actives largely listed as inhibitors;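 note: potency is the fitted concentration of half-maximal effect; 0% = uninhibited 1x PFK enzyme wells and -100% = no-enzyme wells; nearly all actives have a fitted effect of over 60% in size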
#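 Luminescent ADP detection (ADP-Glo, two-step: ATP depletion then ADP-to-ATP conversion for luciferase) reported PFK activity after 45 min room-temperature reaction of 1.25 nM enzyme with 0.5 mM F6P and 0.1 mM ATP at pH 8.0.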
# PTAP TSG101 blk: blocks PTAP/TSG101 interaction to inhibit HIV-1 budding | Q99816 | Potency, µM (top dose mostly 115 µM), for inactives: top-dose activity change, negative = inhibition, most hits filed as inhibitors | 340,000 tested, under 10 active | Fluorescence polarization, FITC-PTAP peptide / Tsg101 binding; active = well fitted inhibition curve with a large enough effect in the main read-out, with a control signal flat, not every such curve was filed as active; inconclusive = small, poorly fitted or top-dose-only effect, or effect the other way, or a change in a side signal; inactive = no such curve, though single readings can be large or run the other way; note: potency is the fitted concentration of half-maximal effect; % of control where 0% means no effect
# Target sequence (Q99816 whole entry, looked up): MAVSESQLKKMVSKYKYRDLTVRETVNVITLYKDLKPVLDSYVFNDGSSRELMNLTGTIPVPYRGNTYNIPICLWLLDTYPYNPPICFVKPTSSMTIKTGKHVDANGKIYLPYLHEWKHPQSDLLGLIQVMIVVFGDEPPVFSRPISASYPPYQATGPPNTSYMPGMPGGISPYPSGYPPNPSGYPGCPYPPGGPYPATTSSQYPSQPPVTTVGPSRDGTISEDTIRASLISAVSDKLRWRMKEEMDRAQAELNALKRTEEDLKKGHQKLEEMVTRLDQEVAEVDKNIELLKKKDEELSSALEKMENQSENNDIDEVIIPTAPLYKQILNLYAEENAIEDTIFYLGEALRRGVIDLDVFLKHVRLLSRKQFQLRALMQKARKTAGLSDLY
#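 Fluorescence anisotropy tracks displacement of a FITC-tagged PTAP peptide (50 nM) from the Tsg101 binding domain (10 uM), following a 20 min room-temperature incubation at pH 7.5.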
# TCR activator: activates T cell receptor signaling | primary human leukocytes, anti-CD3, IL-2 HTRF, 48 h | Potency, µM (highest dose often 9.22 µM), inactives show top-dose activation of IL-2 secretion, hits mostly activators | 330,000 tested, under 10 active | AID 504894; note: % of control where 0% means no effect
#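 IL-2 release read by HTRF sandwich (Eu cryptate donor, d2 acceptor, 665 nm emission) after 48 hr exposure of primary human leukocytes to compound together with anti-CD3 beads in the absence of co-stimulatory signals.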
# TSHR antagonist: antagonists of human thyroid stimulating hormone receptor | AID 504810 | P16473 | activity change, negative = inhibition, % at 11.5 µM | TSHR-expressing cells, TSH-stimulated cAMP HTRF, 2 h; stronger effect = lower value | actives 0.2% (n = 330,000);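 active = activity change below a set negative limit, meaning inhibition stronger than a set level, cut at about -70% in these data; inconclusive = activity change between two set negative limits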; note: % is set by controls: 0 for no effect and ±100 for the full control effect
#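 Inhibition of cAMP made by TSHR-expressing cells under TSH stimulation (4nM final, EC80; 2 h, 37 deg C) is quantified with a one-step lysis HTRF kit, anti-cAMP cryptate versus cAMP-d2.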
# uPA surface inh: cell surface uPA generation inhibition | AID 540303 | Potency, µM (highest dose often 38.3 µM), inactives show top-dose activity change, negative = inhibition, most hits filed as inhibitors | actives 0.31% (n = 330,000) | cell surface uPA generation assay, qHTS; active = well fitted inhibition curve with a large enough effect; inconclusive = small, poorly fitted or top-dose-only effect; inactive = no such curve, though single readings can be large or run the other way; tested in mouse RAW 264.7 cells; note: potency is the fitted concentration of half-maximal effect; % is set by controls: 0 for no effect and ±100 for the full control effect; nearly all actives have a fitted effect of over 55% in size
# An asterisk follows results filed as active; ? = inconclusive; / = no result given; [ ] = dose if it differs, or a comment. Unless noted, calls come from the whole dose curve; as a rule, active = well fitted curve in the direction sought with a large enough effect; inconclusive = small, poorly fitted or top-dose-only effect, or another doubt; inactive = no such curve, though single readings can be large; an effect the other way counts as inactive or inconclusive.
SMILES,ELG1 DNA repair,USP2a inh,BCR signal inh,Eya2 phos inh,Mito fusion act,B2AR arrestin,Tb PFK block,PTAP TSG101 blk,TCR activator,TSHR antagonist,uPA surface inh
O=c1c2c(-c3ccco3)csc2nc(SCc2cn3cccnc3n2)n1-c1ccccc1,?,5%,?,-2%,-1%,-0.1%,-7%,-1%,-3%,-8,-8%
Cc1cc(-n2c(C)cc(C(=O)CSc3nnc4sc5ccccc5n34)c2C)no1,6%,2%,-1%,2%,0%,2.4%,1%,-7%,2%,39,5%
O=C(NCC1CCCO1)c1ccc2c(=O)n(Cc3ccco3)c(SCC(=O)N3CCCC3)nc2c1 (configuration not stated),?,2%,0%,0%,4%,-0.2%,2%,-5%,-3%,-12,0%
COc1ccc([C@H]2CC(=O)C=C(c3cccc(OC)c3OC)C2)cc1OC,9.2µM*,-2%,?,-15%,13%,0.0%,-3%,-1%,2%,-38,-5%
O=C(c1cccs1)N1CCCC(c2nc3c(nnn3Cc3c(Cl)cccc3Cl)c(=O)[nH]2)C1 (configuration not stated),-24%,3%,7%,4%,-2%,-0.1%,1%,-3%,0%,-8,-7%
COc1ccc(C(=O)N/N=C/c2ccc(N3CCOCC3)s2)cc1OC,-2%,0%,-12%,26%,-2%,0.0%,-4%,-13%,-1%,-36,0%
CC(C)c1ccc(NC(=O)COC(=O)C2CC3C=CC2C3)cc1 (configuration not stated),?,6%,-1%,-14%,/,-0.3%,0%,-12%,1%,/,-4%
Cc1cccc(-n2c(N)cc(=O)[nH]c2=S)c1,0%,1%,10%,-2%,1%,-0.6%,2%,-7%,/,-2,1%
CCC(C)(C)NC(=O)Nc1cc(Cl)ccc1OC,-6%,0%,4%,1%,3%,-0.1%,-2%,-1%,2%,0,3%
O=C(CSc1ccccc1C(=O)N1CCCCC1)NCC1CCCCC1,-5%,5%,-1%,1%,7%,-1.0%,-2%,1%,-9%,-8,3%
CCOC1CS(=O)(=O)CC1OCC (configuration not stated),2%,0%,-5%,14%,0%,0.6%,-1%,-6%,5%,7,-4%
Cc1c(C(=O)OC2CCCCC2)sc2nc[nH]c(=O)c12,20%,0%,?,1%,?,-0.2%,-5%,-5%,/,-11,/
O=C(Nc1ccccc1)c1ccc(NCCN2CCOCC2)c(S(=O)(=O)N2CCOCC2)c1,0%,-2%,-1%,16%,3%,0.0%,-7%,-24%,-1%,-4,-3%
Cc1cc(C(=O)COC(=O)c2ccc[nH]c2=O)c(C)n1-c1ccccc1F,?,3%,15%,1%,11%,-0.3%,-2%,-4%,0%,-13,2.8µM*
Cc1ccccc1NC(=S)N(Cc1ccccc1)Cc1cccnc1,1%,1%,-2%,-1%,-5%,0.1%,-2%,2%,0%,-6,4%
CCc1sc(C(=O)Nc2ncccc2O)cc1C,?,0%,?,6%,4%,-1.0%,-30%,-4%,3%,1,-12%
COc1ccc(COC(=O)N/N=C(\C)CC(=O)Nc2c(C)cc(C)cc2C)cc1,-24%,3%,-2%,9%,-2%,-0.2%,3%,-2%,1%,-2,-2%
COc1ccc(CNC(=O)C2CC(C)=C(C)CC2C(=O)O)cc1 (configuration not stated),17%,2%,11%,37%,-1%,-0.1%,2%,-5%,/,23,/
COc1cc2ccccc2cc1C(=O)Nc1ccccc1Cl,?,-5%,?,11%,2%,0.0%,-5%,-1%,-4%,-15,-20%
CCCNC(=O)COC(=O)c1cc(C)nc2ccccc12,8%,-6%,2%,-19%,14%,0.0%,2%,-10%,-1%,-1,-3%
COC(=O)c1ccc(CSc2nc(-c3ccccc3)cs2)o1,?,0%,-14%,-6%,4%,-0.2%,-2%,-7%,-3%,-15,?
Nc1nnc(CCOc2ccccc2Cl)s1,8%,0%,-17%,-9%,0%,-0.1%,-11%,-6%,0%,13,-1%
O=C(N/N=C/C=C/c1ccccc1)c1cc2c(ccc3ccccc32)o1,?,-3%,-2%,5%,0%,-0.3%,-6%,-4%,1%,6,-11%
CC(OC(=O)/C=C/c1cccs1)C(=O)Nc1ccc(C(N)=O)cc1 (configuration not stated),?,-2%,-5%,4%,-2%,0.1%,-6%,-2%,-5%,2,?
Cc1nc2ccccc2n1CCOc1ccc(F)cc1,-11%,-1%,?,?,-8%,-0.5%,-11%,-5%,/,7,-16%
# Following part:
SMILES,ELG1 DNA repair,USP2a inh,BCR signal inh,Eya2 phos inh,Mito fusion act,B2AR arrestin,Tb PFK block,PTAP TSG101 blk,TCR activator,TSHR antagonist,uPA surface inh
CN1C(=O)N(CC(=O)NCc2ccc(Cl)cc2Cl)C(=O)C12CCCCC2,15%,0%,0%,?,-5%,0.5%,-1%,-4%,-8%,71,4%
COc1cc(C2C(C#N)=C(N)Oc3c2ccc2ccccc32)ccc1OCC(=O)Nc1cccc(C)c1 (configuration not stated),9.2µM*,?,?,-12%,9%,0.2%,0%,-1%,-1%[46.1 µM],1,3%
CCOc1ccc(-c2noc(-c3cccnc3)n2)cc1OCC,18%,4%,?,-3%,1%,0.0%,2%,-1%,2%,-4,0%
NNC(=O)CNC(c1ccccc1)c1cc(Br)ccc1NC(=O)c1ccc(Br)cc1 (configuration not stated),-6%,-1%,?,-5%,9%,2.7%,5%,-1%,-3%[46.1 µM],0,5%
CSc1ccc(C(C(C(=O)c2cccs2)N2CCOCC2)N2CCOCC2)cc1 (configuration not stated),-11%,-1%,1%,-2%,9%,0.7%,2%,0%,-4%,2,2%
Cc1cccc(OC(=O)c2ccncc2)c1C,-3%,-7%,1%,4%,4%,0.1%,2%,-2%,-1%,1,4%
COc1ccc(NC(=O)COC(=O)c2ccc(N3CCCC3=O)cc2)cc1OC,14%,3%,9%,6%[15.4 µM],-3%,-1.1%,-3%,-5%,3%,-10,-6%
Cc1cc(-c2nnco2)c(C)n1-c1ccc(F)cc1,?,-1%,?,0%,2%,-0.1%,-4%,-3%,4%,0,-2%
Cc1[nH]c(=O)[nH]c(=O)c1S(=O)(=O)N1CCCc2ccccc21,9%,4%,1%,-2%,0%,1.0%,0%,-1%,-2%,14,64%[activator]
Cc1cc(C)nc(NC2=NCC(=O)N2c2cccc(Cl)c2)n1,3%,1%,-2%,-15%,4%,0.4%,0%,-5%,-1%,0,0%
O=C(COc1cccc(C(F)(F)F)c1)Nc1cccnc1,-2%,1%,-9%,-26%,5%,-0.3%,-4%,-2%,-4%,-10,-4%
CCc1cccc(C)c1NC(=S)NCc1ccc2c(c1)cc(C)n2C,-2%,0%,1%,-8%,-7%,0.2%,7%,-2%,-1%,1,-17%
CC#CC(=O)N1CCC(CO)(CCc2ccccc2)CC1,24%,0%,-18%,-10%,-7%,-0.6%,3%,-2%,0%,3,13%
Cc1ccc(S(=O)(=O)Nc2cccc(C(=O)NCCCN3CCOCC3)c2)cc1F,10%,-1%,-3%,13%,-3%,-0.1%,8%,-2%,2%,/,-1%
O=C(COC(=O)c1ccc(Br)o1)NCCCc1ccccc1,-16%,0%,-2%,10%,4%,-0.2%,-8%,-7%,0%,-1,4%
Cc1cc(Cl)ccc1N(CC(=O)NCc1ccc2c(c1)OCO2)S(C)(=O)=O,1%,2%,5%,-1%,5%,0.4%,-2%,-1%,9%,4,8%
COc1cc2nc(-c3ccccc3C)oc(=O)c2cc1OC,5%,0%,0%,-20%,1%,-1.2%,2%,-2%,/,-4,-2%
CCCc1cc(C(=O)OC)c2ccccc2n1,1%,4%,1%,11%,?,2.9%,-7%,-1%,2%[46.1 µM],-1,-5%
O=C(NNC(=O)c1ccccc1[N+](=O)[O-])c1csc(N2CCOCC2)n1,1%,2%,-10%,2%,2%,0.1%,?,0%,2%,-9,1%
Cc1ccc(NC2=NC(c3ccccc3)n3c(nc(C)cc3=O)N2)cc1 (configuration not stated),-6%,0%,6%,-28%,-1%,0.3%,-1%,-11%,3%,8,5%
Clc1ccc(N2N=C(c3cccs3)CC2c2ccco2)cc1 (configuration not stated),10%,2%,?,-5%,-12%,-0.1%,3%,-2%,-4%,26,3%
Cc1ccccc1C(=O)c1cccn1CC(=O)NCc1ccc(Cl)cc1,-10%,-1%,-3%,-17%,-3%,0.0%,1%,-6%,1%,32,10%

# Bioassay records: PubChem, National Center for Advancing Translational Sciences (NCATS)
